Assay outcomes: PubChem, Broad Institute
CD40 NFkB inh – CD40 pathway inhibition in BL2 cells; BL2 NF-kB luciferase reporter, CD40L-induced, 4 h; inhibition, % at 10 µM; 83,000 compounds, 0.94% hits; AID 1053188;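 active means mean inhibition of at least 50% with a set share of replicates also reaching that level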;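 further: 0% = neutral control wells and 100% = IKK inhibitor VII at 50 µM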
The depositor's hits bear a star; & = joins results of further samples; [ ] = dose if it differs, or a comment. An excerpt (hit frequency here may not be typical).

SMILES	CD40 NFkB inh
CCCn1c(N)c(C(=O)CN(C)CC(=O)Nc2c(C)cc(C)cc2C)c(=O)[nH]c1=O	0
CN1c2ccc(-c3ccccc3F)cc2[C@@H]2[C@@H](CCN2C(=O)Cc2ccccn2)[C@@H]1CO	-16[25 µM]
C[C@H](NC(=O)[C@@H]1N[C@@H]2c3ccc(C4=CCCC4)c(=O)n3C[C@@H]2[C@H]1CO)c1ccccc1	8[25 µM]
CCOc1ccc(NCCC#N)cc1	-3
COc1cccc(NS(=O)(=O)c2ccc3c(c2)CCN3C(C)=O)c1	24
O=C(COC(=O)C1CCN(c2ccc(C(F)(F)F)cn2)CC1)Nc1ccc(F)cc1[N+](=O)[O-]	2
CCOc1ccc(S(=O)(=O)N(C)CC(=O)NC2CC2)cc1	9
O=C(NCCCN1CCCC1=O)NC12CC3CC(CC(C3)C1)C2	-3
Cc1cccc(-n2nnc(C(=O)Nc3ccc(F)cc3)c2N)c1	-75
N#CCCN(CCC#N)C(=O)COc1ccc(Cl)cc1Cl	3
Cc1nc(-c2ccc(F)cc2)c(CC(=O)N2CCN(S(=O)(=O)c3cccc([N+](=O)[O-])c3)CC2)s1	-1
CO[C@@H]1CN(C)C(=O)c2ccc(NC(=O)C3CCCCC3)cc2OC[C@H](C)N(Cc2cccnc2)C[C@@H]1C	-6
O=C(CCCN=C1NS(=O)(=O)c2ccccc21)OCC(=O)c1ccc(F)cc1	-2
CN1CCN(CC(C)(C)NS(=O)(=O)c2ccccc2)CC1	-6
Cc1csc(CN(C)C(=O)CC2C(=O)NCCN2CC(C)(C)C)n1 (stereo unspecified)	6
Cc1onc(-c2c(F)cccc2Cl)c1C(=O)NC1=NCCS1	7
CCCNC(=O)[C@H]1[C@H](CO)[C@H]2Cn3c(ccc(-c4ccc(F)cc4)c3=O)[C@H]2N1CC1CC1	1[25 µM]
CC(C)(C)c1ccccc1OCC(=O)NCCC(=O)O	3
CN(C)CC(=O)Nc1ccc(S(N)(=O)=O)cc1	6
C[C@H](NC(=O)N(C)C[C@@H]1OCc2ccccc2-c2c(n(C)c3ccccc23)C(=O)N([C@H](C)CO)C[C@@H]1C)c1ccccc1	-2
COc1ccc(-c2csc(CCN3N=C(C)CC3=O)n2)cc1	-3
CC(C)CN(C(=O)COC(=O)c1ccccc1SCC(=O)N1CCCC1)C1CCS(=O)(=O)C1 (stereo unspecified)	-10
O=S1(=O)C[C@@H](N2CCOCC2)[C@H](N2CCOCC2)C1	9
Cc1ccc(NCC(=O)Nc2cccc(S(=O)(=O)N(C)C)c2)cc1S(=O)(=O)N1CCCCCC1	25
O=C(Nc1ccc(F)cc1)N1[C@@H]2CNC[C@H]1C2c1ccc(-c2cccnc2)cc1 (stereo partly specified)	2&1[25 µM]
Cc1cccc2cncc(OCc3nnc(SC(F)F)n3C)c12	8
CCOC(=O)c1c(N)sc2c1CCCC2	10
O=C(Nc1ccc(N2CCOCC2)cc1)c1cc(-c2ccncc2)nc2ccccc12	1
O=C(O)CCC(=O)OCCN(Cc1ccc(Oc2ccc([N+](=O)[O-])cc2)cc1)C(=O)C(Cl)Cl	8
COC(=O)C[C@@H]1C[C@H]2c3cc(NS(C)(=O)=O)ccc3O[C@H]2[C@H](CO)O1	0[25 µM]
CSc1ccccc1NC(=O)CN(C)C(=O)C1CCN(C(=O)Nc2ccccc2)CC1	3
CN1CCN(C(=O)CNC(=O)C23CC4CC(CC(C4)C2)C3)CC1	2
COc1ccc(OC)c(NC(=O)CSc2nnnn2C)c1	-1
CN1CCN(CC#CCn2c3ccccc3c3ccccc32)CC1	-3
CC(=O)N1Cc2ccccc2CC1C(=O)N1CCN(c2ccccc2)CC1 (stereo unspecified)	14
O=C(NCc1ccco1)[C@@H]1CCCN1C(=O)c1cccs1	7
O=C(Nc1ccc(Cl)cc1)N1C[C@H]2[C@@H](c3ccccc31)[C@H](CO)N2C(=O)c1cccnc1	-40
COc1ccccc1NC(=O)N1C[C@@H]2N[C@H](C1)C2c1ccc(/C=C/c2ccccc2)cc1 (stereo partly specified)	22&39[25 µM]
O=C(Nc1cccc2ncccc12)c1ccc(OCc2ccccc2)cc1	8
CCCCNc1nc2c(c(=O)n(C)c(=O)n2C)n1CCC	2

For convenience, part of the list above.
SMILES	CD40 NFkB inh
O=C(Nc1ccc(F)cc1)N1[C@@H]2CNC[C@H]1C2c1ccc(-c2cccnc2)cc1 (stereo partly specified)	2&1[25 µM]
Cc1cccc2cncc(OCc3nnc(SC(F)F)n3C)c12	8
CCOC(=O)c1c(N)sc2c1CCCC2	10
O=C(Nc1ccc(N2CCOCC2)cc1)c1cc(-c2ccncc2)nc2ccccc12	1
O=C(O)CCC(=O)OCCN(Cc1ccc(Oc2ccc([N+](=O)[O-])cc2)cc1)C(=O)C(Cl)Cl	8
COC(=O)C[C@@H]1C[C@H]2c3cc(NS(C)(=O)=O)ccc3O[C@H]2[C@H](CO)O1	0[25 µM]
CSc1ccccc1NC(=O)CN(C)C(=O)C1CCN(C(=O)Nc2ccccc2)CC1	3
CN1CCN(C(=O)CNC(=O)C23CC4CC(CC(C4)C2)C3)CC1	2
COc1ccc(OC)c(NC(=O)CSc2nnnn2C)c1	-1
CN1CCN(CC#CCn2c3ccccc3c3ccccc32)CC1	-3
CC(=O)N1Cc2ccccc2CC1C(=O)N1CCN(c2ccccc2)CC1 (stereo unspecified)	14
O=C(NCc1ccco1)[C@@H]1CCCN1C(=O)c1cccs1	7
O=C(Nc1ccc(Cl)cc1)N1C[C@H]2[C@@H](c3ccccc31)[C@H](CO)N2C(=O)c1cccnc1	-40
COc1ccccc1NC(=O)N1C[C@@H]2N[C@H](C1)C2c1ccc(/C=C/c2ccccc2)cc1 (stereo partly specified)	22&39[25 µM]
O=C(Nc1cccc2ncccc12)c1ccc(OCc2ccccc2)cc1	8
CCCCNc1nc2c(c(=O)n(C)c(=O)n2C)n1CCC	2

(further entries)
SMILES	CD40 NFkB inh
O=C(N/N=C/c1cc2c(cc1Br)OCO2)c1c[nH]c2ccccc12	-65
O=C(Nc1ccc(F)cc1)N1CC(=O)N2[C@@H](CO)[C@H](c3ccc(-c4ccc(F)cc4)cc3)[C@@H]2C1	39
CC(=O)Nc1ccc2c(c1)nc(CCN1CCC(C)CC1)n2C	3
c1ccc2[nH]c(CN3CCN(c4ncnc5c4oc4ccccc45)CC3)nc2c1	21
CCCCn1nc(C(=O)N(C)C2CCCCC2)c2ccccc2c1=O	3
O=C(C1CC1)N1CC[C@H]2[C@H](CO)Nc3ccc(-c4cccc(F)c4)cc3[C@H]21	4
O=C1OCCN1S(=O)(=O)Nc1ccccc1	0
CC(=O)OCC1=C(C(=O)O)N2C(=O)C(NC(=O)CCn3nc(C)c(Cl)c3C)C2SC1 (stereo unspecified)	8
C[C@@H]1CN([C@@H](C)CO)C(=O)Cc2cc(NS(=O)(=O)c3ccc(Cl)cc3)ccc2O[C@H]1CN(C)Cc1ccc(Cl)c(Cl)c1	65*
Cc1nnc(SCc2nnc(-c3cccs3)o2)s1	8
O=C(Nc1cccc(-c2nc3ccccc3s2)c1)c1ccc2c(c1)OCO2	-37
COc1ccc2c(CC(=O)Nc3nccs3)coc2c1	-61
C[C@H]1CN([C@@H](C)CO)C(=O)CCCn2nncc2CO[C@H]1CN(C)CC1CC1	5
Cc1ccc(C)n1-c1ccc(C(=O)NN)s1	-10
O=C(c1cnccn1)N1C[C@@H]2[C@H](c3ccccc31)[C@H](CO)N2Cc1ccc2c(c1)OCO2	2[25 µM]
CC=Cc1ccc2n(c1=O)C[C@H]1[C@H](CO)[C@@H](C(=O)N3CCc4ccccc4C3)N(C(=O)C3CCC3)[C@@H]21 (mixture of isomers)	-14[25 µM]
COc1cccc(C(=O)Nc2ccc3c(c2)C(=O)N(C)[C@@H]2CC[C@H](CC(=O)N[C@@H](C)c4ccccc4)O[C@H]2CO3)c1	28[25 µM]
Cc1c(N=C2N=C(NC(=O)Nc3ccc(Cl)cc3)c3ccccc32)c(=O)n(-c2ccccc2)n1C	4
O=C(CN1C(=O)c2cccc3cccc(c23)C1=O)N1CCOCC1	5
COc1ccc(/C=C(\C#N)C(=O)ONC2=NCCCCC2)cc1	8
O=C(C[C@@H]1C[C@H]2c3cc(NC(=O)Nc4ccc(C(F)(F)F)cc4)ccc3O[C@H]2[C@@H](CO)O1)NCc1cccnc1	-4[25 µM]
CCC(CC)C(=O)c1c[nH]c(C(=O)NCCOC)c1	10
CN(C(=O)COc1coc(CN2CCN(c3ccccc3)CC2)cc1=O)c1ccccc1	0
CCc1nnc(NC(=O)c2cc(-c3ccccc3)nn2-c2ccccc2)s1	9
CC(C)ON([C@@H](C(=O)NO)C(C)C)S(=O)(=O)c1ccc(-c2ccccc2)cc1	-6[25 µM]
CCCN(C(=O)/C=C/c1ccco1)c1c(N)n(Cc2ccccc2)c(=O)[nH]c1=O	8
COc1ccc(NC(=O)CCN2CCN(C/C=C/c3ccccc3)CC2)cc1	5
CCOC(=O)c1cnc2c(cnn2C)c1NCCC#N	10
COCCn1c(N)c(N(Cc2ccccc2)C(=O)COc2ccc(F)cc2Cl)c(=O)[nH]c1=O	3
CSc1nnc(-c2ccc(Br)s2)n1C	-11
Cc1cc(C(=O)Nc2c(C)n(C)n(-c3ccccc3)c2=O)c(C)o1	5
CN(C)C(=O)C[C@@H]1C=C[C@H](NC(=O)c2ccc(F)cc2)[C@@H](CO)O1	4[25 µM]
COc1cccc(CCc2nnc(CCC(=O)N3CCN(Cc4ccccn4)CC3)o2)c1	2
CCc1ccc(C(=O)NNC(=O)C2CCN(c3ncnc4sc(C)c(C)c34)CC2)cc1	22
CCCCCSc1ncccc1C(=O)O	-2
CC(C)CN(C)C(=O)CC1C(=O)NCCN1C (stereo unspecified)	0
CC1(c2ccc(OC(F)F)cc2)NC(=O)N(CC(=O)Nc2cccnc2Cl)C1=O (stereo unspecified)	-4
CN(Cc1ccc(Cl)cc1)C(=O)c1ccccc1SCC(=O)N1CCCC1	7
CCCCN(C(=O)C(CCSC)N1C(=O)c2ccccc2C1=O)c1c(N)n(CCC)c(=O)[nH]c1=O (stereo unspecified)	-4
Cc1ccccc1NC(=O)C(C)OC(=O)C1CC(=O)N(Cc2ccco2)C1 (stereo unspecified)	6
CN1C(=O)c2cc(NC(=O)C3CCCC3)ccc2OC[C@H]2O[C@H](CC(=O)NCc3ccccc3F)CC[C@@H]21	5
O=C(CNC(=O)c1ccc(Cl)cc1)OCC(=O)c1ccc2c(c1)OCCO2	0
COc1ccc(-c2ccnc3nc(-n4cccc4)nn23)cc1	10
CC(Oc1ccc(F)cc1)C(=O)N(CCC1=CCCCC1)c1c(N)n(Cc2ccccc2)c(=O)[nH]c1=O (stereo unspecified)	0
O=C(COc1ccccc1)N1CCN(C(=O)COc2ccccc2)CC1	-1
CCN(CC)S(=O)(=O)c1ccc(N2CCN(C)CC2)c(NC(=O)CN2C(=O)NC3(CCCCC3)C2=O)c1	9
C[C@@H]1CCCn2nncc2COCCNC1=O	3[25 µM]
COc1cc2cc(CN(Cc3cccnc3)C(=O)Nc3ccccc3)c(=O)[nH]c2cc1OC	-1
Nc1ccc2nc[nH]c2c1	25
O=C(NC1CCCC1)c1cc2c(ccc3ccccc32)o1	-109
c1ccc2c(c1)nc(N1CCOCC1)c1nnnn12	-35
CCCOc1c(Br)cc(C(=O)NCC)cc1OC	9
COc1ccc(C(=O)NCC(=O)OCC(=O)Nc2sccc2C#N)cc1OC	-26
COc1ccc(N2CCN(C(=O)COC(=O)c3ccco3)CC2)cc1	-3
N#C[C@@H]1[C@@H](c2ccc(C3=CCCCC3)cc2)[C@H](CO)N1S(=O)(=O)c1ccccc1	-17[25 µM]
O=C(Nc1ccon1)c1ccc(OC2CCCC2)cc1	-53
COc1ccccc1N1CCN(S(=O)(=O)CCNC(=O)C2CCCCC2)CC1	10
O=C(c1ccc(Oc2ccc([N+](=O)[O-])cc2)cc1)N1CCCCCC1	12
CN(C)c1cc(NC(=O)CN2CCOCC2)c2ccccc2n1	6
C=C(C)Cn1c(NCCOC)nc2c1c(=O)[nH]c(=O)n2C	1

Continuation:
SMILES	CD40 NFkB inh
O=C(/C=C/c1ccccc1)CC(O)(c1ccccc1)C(F)(F)F (stereo unspecified)	22
CSc1ccccc1NC(=O)Nc1ccc(Cl)cc1	-68
CNC[C@H]1Oc2cc(C#CC(C)C)ccc2S(=O)(=O)N([C@@H](C)CO)C[C@@H]1C	11[25 µM]
O=C(NCCc1ccccc1)C(=O)NCC1CCCN1S(=O)(=O)c1cccs1 (stereo unspecified)	0
COC(=O)[C@H](C(C)C)n1c(C)c(C(C)=O)c(C(C)=O)c1C	9
CN1CCN(CCCCOc2ccccc2-c2ccccc2)CC1	10
c1ccn2c(CNc3ncnc4sccc34)nnc2c1	4
COc1ccc(-c2noc(CN(C)Cc3ccccc3)n2)cc1	-5
CS(=O)(=O)N(CCc1ccccc1)CC(=O)N1CCCC1	8
C[C@H](CO)N1C[C@H](C)[C@@H](CN(C)Cc2ccc(Cl)c(Cl)c2)OCCCC[C@H](C)Oc2ccc(NS(=O)(=O)c3cccs3)cc2C1=O	51*[25 µM]
O=C(NCCc1ccc(Cl)cc1)c1ccc(S(=O)(=O)N2CCCC2)cc1	23
CCOC(=O)c1cc(C#N)c(SCc2cccc3ccccc23)nc1C	1
CCCc1noc2c1C(c1cc(Br)ccc1F)C(C#N)=C(N)N2 (stereo unspecified)	14
COC(=O)[C@H](CCSC)NC(=O)Nc1cc(C)ccc1C	0
CC1(C)Cc2cccc(OCC(=O)N3CCN(c4ccccc4Cl)CC3)c2O1	1
C[C@H](NC(=O)[C@H]1N[C@H]2c3ccc(-c4cccnc4)c(=O)n3C[C@H]2[C@@H]1CO)c1ccccc1	-4[25 µM]
Nc1ccc(S(=O)(=O)NC(=O)c2ccccc2)cc1	4
CC(=O)Nc1cccc(OCCCNC(=O)c2cccc3ccccc23)c1	-16
C[C@H](CO)N1C[C@H](C)[C@@H](CN(C)C(=O)Nc2ccnc(N3CCOCC3)c2)OCc2cn(nn2)CCCC1=O	2[25 µM]
Fc1cccc(CN2[C@@H]3CNC[C@H]2C3c2ccc(-c3cccnc3)cc2)c1 (stereo partly specified)	5
Cc1ccc2nc(SCC(=O)N3CCCCC3)nc(=O)n2c1	0
Cc1nc2cc(Cl)c(Cl)cc2n1CCCO	3
O=C(NC[C@@H]1[C@@H](c2ccccc2)[C@H](CO)N1Cc1cccnc1)c1ccccn1	0[25 µM]
